Assay outcomes deposited in PubChem by IUPUI and University of Michigan.
ST2 IL33 inh: inhibitors of human ST2 (IL1RL1) binding to IL-33, primary screen, biochemical, AlphaLISA; Interleukin-1 receptor-like 1 (Homo sapiens), Q01638; AlphaLISA ST2-Fc/biotin-IL-33 interaction, 1 h; inhibition, % for hits at 17 µM; 78,000 tested, 2.3% active; in the data active = inhibition above about 30%; inconclusive = mostly about 10% to 28%
Target sequence (Q01638 whole entry, looked up): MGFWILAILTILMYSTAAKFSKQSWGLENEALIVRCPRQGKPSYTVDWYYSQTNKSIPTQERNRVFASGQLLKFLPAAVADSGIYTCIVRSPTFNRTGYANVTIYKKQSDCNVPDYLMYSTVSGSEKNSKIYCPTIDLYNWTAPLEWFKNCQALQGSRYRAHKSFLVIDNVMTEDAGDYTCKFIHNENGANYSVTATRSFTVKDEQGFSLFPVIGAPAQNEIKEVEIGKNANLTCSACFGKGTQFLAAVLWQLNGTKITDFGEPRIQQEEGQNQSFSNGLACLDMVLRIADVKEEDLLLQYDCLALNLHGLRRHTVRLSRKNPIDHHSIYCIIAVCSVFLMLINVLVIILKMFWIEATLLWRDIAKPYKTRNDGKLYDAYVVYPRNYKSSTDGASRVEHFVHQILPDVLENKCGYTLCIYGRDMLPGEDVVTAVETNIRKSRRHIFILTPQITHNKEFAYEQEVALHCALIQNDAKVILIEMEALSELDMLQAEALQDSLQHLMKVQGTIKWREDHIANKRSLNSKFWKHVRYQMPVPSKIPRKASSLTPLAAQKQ
Active calls of the source: *; i = inactive; ? = inconclusive. An excerpt (hit frequency here may not be typical).

SMILES	ST2 IL33 inh
Cc1c(C(=O)N2CCC(C)CC2)sc2ncnc(N3CCN(c4ccccn4)CC3)c12	i
CC1=C[C@@H](CNC(=O)c2ccc(C#N)cc2)[C@H](C(C)C)C[C@H]1CC(=O)NCc1ccccn1	i
CCN(CC)CCS(=O)c1ccccc1 (stereo not given)	i
Cc1cc(N2CCN(C)CC2)nc2ccc(NC(=O)/C=C/c3ccc4c(c3)OCO4)cc12	?
Cc1ccc(-c2cc(C(=O)NCCN3CCOCC3)c3ccccc3n2)o1	i
Cc1cccc(Cc2c(C)nc3c(C(=O)N4CCC5(CC4)OCCO5)c[nH]n3c2=O)c1	i
Cc1nc2c(c(N3CCC(Oc4ccccc4C)CC3)n1)CNC2	i
COC(=O)c1cccc(N2C(=O)C3C4C=CC(O4)C3C2=O)c1 (stereo not given)	i
COc1ccc(NC(=O)C(=O)NC2CCCC2)cc1	i
COc1ccc(Cn2c(CNC(=O)CSc3ccccc3)nc3cccnc32)cc1	?
O=C(CCC1CCN(C(=O)C2CC23CCC3)CC1)NCc1cccc(C(F)(F)F)c1 (stereo not given)	?
COc1ccc(/C=C2\N=C(c3cccc([N+](=O)[O-])c3)OC2=O)cc1	i
O=C(c1cn(C2CCCCC2)nn1)N1CCCC(OCc2ccccc2)C1 (stereo not given)	i
Nc1nc2nonc2nc1Nc1ccccc1	?
O=C(NC1CC(=O)N(c2ccc(F)cc2)C1)c1ccc(S(=O)(=O)N2CCOCC2)cc1 (stereo not given)	i
COc1ccc(NC(=O)c2oc3ccccc3c2NC(=O)C(C)(C)C)cc1	i
COc1ccc(C2=NN=C(C)c3cc(OC)c(OC)cc3C2)cc1OC	i
Cc1cccc(C(C(=O)NCCc2sccc2C)N(C)C)c1 (stereo not given)	i
Cc1noc(C)c1CNC(=O)C1CCCN(Cc2ccco2)C1 (stereo not given)	?
CC(C)OCCCn1c(SCC(=O)NC2CCCC2)nc2c(sc3ccccc32)c1=O	i
O=C(O)c1ccc2nc3c(cc2c1)CCS3	i
CC(C)c1ccccc1NS(=O)(=O)c1ccc(F)cc1	i
COc1ccccc1C(=O)Nc1cc(Cl)c(Cl)cc1Cl	i
N#Cc1c(-n2cccc2C#N)sc2c1CCCC2	i
COc1ccc(N(CC(=O)NC2CC2)S(=O)(=O)c2ccc(OC)c(OC)c2)cc1	i
c1ccc(CN(Cc2nc(-c3ccccc3)no2)CC2CCC2)cc1	i
CCOc1ccccc1NC(=O)c1cc2ccccc2o1	i
CCOC(=O)C1CCN(c2nc3ccccc3o2)CC1	i
O=C(/C=C/c1ccc2c(c1)OCO2)Nc1ccccc1C(F)(F)F	i
CCCS(=O)(=O)N1CCC(C(=O)NCCN2CCCC2)CC1	i
Oc1ccccc1-c1nc(N2CCCC2)c2ccccc2n1	?
CC(=O)c1cccc(N2CN=c3s/c(=C\c4ccccn4)c(=O)n3C2)c1	?
O=C(NCCO)C1CCN(S(=O)(=O)c2ccccc2)CC1	i
Cc1ccc(C(=O)NC(=C(Cl)Cl)S(=O)(=O)c2ccccc2)cc1	i
COc1ccccc1N(CCCN1C(=O)c2cccc3cccc(c23)C1=O)C(C)=O	i
COC(=O)[C@@H]1Cc2ncn(C(C)C)c2CN1C(=O)c1ccc(N(C)C)cc1	i
CCOC(=O)C1=C(C)N=C2SCC(=O)N2C1c1ccc(OCC)c(OCC)c1 (stereo not given)	i
CN(CCc1ccccn1)[C@H]1[C@@H]2OC[C@@H](O2)[C@@H](NCc2ccccc2)[C@@H]1O	i
O=C(NCCN1CCOCC1)c1cccn2c(=O)c3cc4ccccc4cc3nc12	i
Cc1ncc([N+](=O)[O-])n1Cc1ccc(Cl)c(Cl)c1	i
O=C(Cc1c(C(=O)O)[nH]c2ccc(Cl)cc12)Nc1ccccc1F	i
COc1cccc(C2N(c3ccc(Cl)c(Cl)c3)C(=O)C3CCCN32)c1 (stereo not given)	i
CCOCCCNC(=O)c1cc(-c2ccncc2)nc2ccccc12	?
CCC(C(=O)NCCO)c1ccccc1 (stereo not given)	i
NS(=O)(=O)c1ccc(NC(NC(=O)c2cccs2)C(Cl)(Cl)Cl)cc1 (stereo not given)	i
CCOC(=O)c1c(NC(=O)C(C)Sc2c[nH]c3ccccc23)sc2c1CCCC2 (stereo not given)	i
O=C(NCC1CCCO1)c1cc2n(n1)C(C(F)(F)F)CC(c1ccc(Cl)c(Cl)c1)N2 (stereo not given)	i
O=C(NCC(F)F)C1(Oc2ccc(Cl)cc2)CCNCC1	i
Cc1ccc(NS(=O)(=O)c2cc(Br)cc3c2N(C(=O)C2CC2)CC3)cc1Cl	?
O=C(Nc1ccc(-c2cscn2)cc1)C1CCCN(C(=O)CCc2cnccn2)C1 (stereo not given)	i
CN(Cc1ccccc1)Cc1cn([C@H]2CO[C@H]3[C@@H]2OC[C@@H]3NS(=O)(=O)c2cccs2)nn1	?
COc1ccc(CN2CCN(Cc3cccc([N+](=O)[O-])c3)CC2)c(OC)c1OC	i
CC(C)Sc1nc2c(c(=O)n1-c1ccc(F)cc1)SCC2	?
CCn1nc(C(C)C)cc1C(=O)NCc1cccnc1N(C)C	i
CC(=O)Nc1ccc(NC(=O)C2CCN(c3ccc(-c4cccs4)nn3)CC2)cc1	i
CCOc1ccc2cc(C3CC(c4ccc(C)cc4)=NN3C(C)=O)c(=O)[nH]c2c1 (stereo not given)	i
Cc1ccccc1OCc1nc(C#N)c(N2CCCCC2)o1	68%*
Cc1n[nH]c(C)c1CNC(=O)CCCn1cnc2ccccc2c1=O	i
CC(C)CCNC(=O)COc1ccc2c(c1)C(=O)CC(C)(C)O2	i
CC(C)SCC(=O)N1Cc2cnc(-c3ccccc3)nc2C1	i

Two entries drawn at random from the list so far, as already listed:
SMILES	ST2 IL33 inh
Cc1ccccc1OCc1nc(C#N)c(N2CCCCC2)o1	68%*
CCOC(=O)c1c(NC(=O)C(C)Sc2c[nH]c3ccccc23)sc2c1CCCC2 (stereo not given)	i

(continued)
SMILES	ST2 IL33 inh
Oc1oc(-c2ccc(Cl)cc2)nc1C=Nc1ccc(I)cc1	i
NC(=O)c1c(NC(=O)c2cc(-c3ccc4c(c3)OCO4)on2)sc2c1CCCC2	i
Cc1ccnc(N2CCC(Cc3nn(C)c(=O)n3-c3ccccc3)CC2)n1	i
O=C(CSc1nncc2ccccc12)Nc1cccc(O)c1	i
O=C(NCCNC(=O)c1ccc2c(c1)OCO2)c1ccc2c(c1)OCO2	i
COc1ccc(C(=O)N2CCCC2)cc1S(=O)(=O)N1CCC(C)CC1	i
COc1ccc(N2C(=O)CC(N3CCN(C/C=C/c4ccccc4)CC3)C2=O)cc1 (stereo not given)	i
CSc1nc2sc3c(c2c(=O)n1C)CCCC3	i
O=C1CN(C(=O)c2ccccc2)C(=O)CN1C(=O)c1ccccc1	i
C#CCN(CC=C)C(=O)CC(=O)Nc1ccccc1C	i
O=C(O)C1C2C=CC(O2)C1C(=O)Nc1ccc2c(c1)OCO2 (stereo not given)	31%*
CN(Cc1cccc(-n2cccn2)c1)C(=O)c1ccc2nc(C3CCCCC3)oc2c1	?
O=C(Nc1nc(-c2cc3ccccc3oc2=O)cs1)c1ccc(F)cc1	?
CC1CCCCC1NC(=O)C1(S(=O)(=O)c2ccc(Cl)cc2)CC1 (stereo not given)	?
CCSc1sc(CC)cc1CO	i
O=C(O)C1CCN(c2nc(-c3ccc(Br)cc3)cs2)CC1	i
CC(C)(C)NC(=O)CCS(=O)(=O)c1cc(Br)cc2c1N(C(=O)C1CC1)CC2	i
CC(C)(C)n1nc2c(c1NC(=O)c1cc(Br)ccc1Cl)CSC2	i
Cc1nn(C(=O)c2cccs2)c(C)c1Sc1ccccc1	i
Cc1ccc(NC(=O)c2ccco2)nc1	?

In a second layout: results already given
| Structure | ST2 IL33 inh |
| --- | --- |
| O=C(Nc1nc(-c2cc3ccccc3oc2=O)cs1)c1ccc(F)cc1 | ? |
| CC1CCCCC1NC(=O)C1(S(=O)(=O)c2ccc(Cl)cc2)CC1 (stereo not given) | ? |
| CCSc1sc(CC)cc1CO | i |
| O=C(O)C1CCN(c2nc(-c3ccc(Br)cc3)cs2)CC1 | i |
| CC(C)(C)NC(=O)CCS(=O)(=O)c1cc(Br)cc2c1N(C(=O)C1CC1)CC2 | i |
| CC(C)(C)n1nc2c(c1NC(=O)c1cc(Br)ccc1Cl)CSC2 | i |
| Cc1nn(C(=O)c2cccs2)c(C)c1Sc1ccccc1 | i |

(list continues)
SMILES	ST2 IL33 inh
CCc1cc2c(=O)c(-c3ccc(OC)cc3)c(C)oc2cc1OC	i
CCOc1ccc(NC(=O)c2oc3ccccc3c2NC(=O)C(C)C)cc1	i
Fc1ccc(N2CCC(N3CCCC(Nc4ccccc4)C3)CC2)cc1 (stereo not given)	?
Cc1ccc(-c2nnc(-c3nc(NC4CCS(=O)(=O)C4)c4ccccc4n3)o2)cc1 (stereo not given)	i
CC(C)CN1CC(OCc2cccc(F)c2)CN(C(=O)c2ccoc2)CC1=O (stereo not given)	i
COc1ccc(-n2nc3c(c2NC(=O)COc2ccccc2)CSC3)cc1	i
O=C(c1cc(=O)c2ccccc2o1)N1[C@H]2CCNC[C@@H]1CC2	i
COc1ccc(C2SCCN2S(=O)(=O)c2ccc(C)cc2)cc1 (stereo not given)	i
O=C(C[C@@H]1O[C@H](CNC(=O)Nc2cccc(F)c2)[C@@H](O)[C@H]1O)Nc1ccccc1	?
C=CCOC(=O)C1=C(C)Nc2ncnn2C1c1cc(Br)ccc1F (stereo not given)	i
CCOc1ccc(N=C2C(=O)N(CN3CCN(c4ccccc4)CC3)c3ccccc32)cc1	i
CC1(C)CC(=O)C(C2C3=C(CC(C)(C)CC3=O)Oc3ccc(Br)cc32)=C(O)C1 (stereo not given)	i
CCOc1ccc(C(=O)N2CCN(c3ncccn3)CC2)cc1	?
CCN(CC)CCOc1c(Br)ccc2c1sc1nc3n(c(=O)c12)CCC3	i
CC(C)CC(O)CNC(C)(C)C (stereo not given)	i
O=C(c1cc(-c2ccc(Cl)c(Cl)c2)on1)N1CCCCCC1	i
CCN(CC)S(=O)(=O)c1ccc(NC(=O)C2CC2)cc1	i
NC1=NC(=O)C(CC(=O)c2ccc(Cl)cc2)S1 (stereo not given)	?
CC1CCc2c(sc3ncnc(NCCN4CCOCC4)c23)C1 (stereo not given)	i
Cc1nc(NCc2nncn2CCc2ccccc2)c2cnn(C)c2n1	i

Another view of some results above:
> CC1(C)CC(=O)C(C2C3=C(CC(C)(C)CC3=O)Oc3ccc(Br)cc32)=C(O)C1 (stereo not given)
- ST2 IL33 inh = i

> CCOc1ccc(C(=O)N2CCN(c3ncccn3)CC2)cc1
- ST2 IL33 inh = ?

> CCN(CC)CCOc1c(Br)ccc2c1sc1nc3n(c(=O)c12)CCC3
- ST2 IL33 inh = i

> CC(C)CC(O)CNC(C)(C)C (stereo not given)
- ST2 IL33 inh = i

Next section
SMILES	ST2 IL33 inh
COc1cc(C2C(C#N)=C(N)Oc3nc[nH]c(=O)c32)ccc1OC(C)C (stereo not given)	i
Cc1ccccc1CCN1CCC(CN(C(=O)c2noc3c2CCCC3)C2CCCC2)CC1	i
O=C(NC1CCCCC1)N1CCN(c2ccccc2)CC1	i
c1ccc(-c2nc[nH]c2-c2cccn2-c2cccnc2)cc1	i
CCN1CCN(C(=O)C2c3ccccc3C(=O)N3CCc4ccccc4C23)CC1 (stereo not given)	i
COc1cc(C2C=C(Nc3ccc(C)cc3)C(=O)N2c2ccc(C)cc2)ccc1O (stereo not given)	i
CCOC(=O)CN1C(=O)COc2ccc(C(C)(C)C)cc21	i
CN(C)S(=O)(=O)c1cccc(NC(=O)CSc2nnc3sc4ccccc4n23)c1	i
Cc1nn(CCCC(=O)NCc2ccco2)c(C)c1[N+](=O)[O-]	?
COc1ccccc1NC(=O)C1=C(C)Nc2ncnn2C1c1ccc([N+](=O)[O-])cc1 (stereo not given)	i
NC1CCCN(C(=O)c2ccc3n[nH]nc3c2)CC1 (stereo not given)	?
Cc1cc(C)c2c(n1)nn1c(C3CC3)cc(C(F)(F)F)nc21	i
O=C(c1ccc2nc(C3CCCCC3)oc2c1)N1CCCN(c2ncccn2)CC1	i
CCN1CCN(C(=O)c2cc3c(=O)n4ccccc4nc3n2C)CC1	i
O=C(O)Cn1nnc(-c2ccc(F)cc2)n1	i
CCn1ncnc1CN1CCN(c2cc(OC)ncn2)CC1	?
O=C(CSc1ccccc1)N1CCCC(N2CCN(c3cccc(Cl)c3)CC2)C1 (stereo not given)	i
O=S1(=O)C=C(Sc2nc3cc(Cl)ccc3o2)c2ccccc21	i
CCc1ccc(-n2c(N)c(C#N)c3nc4ccccc4nc32)cc1	?
CC1=C[C@@H](CNC(=O)c2ccc(F)cc2)[C@H](C(C)C)C[C@H]1CC(=O)N1CCN(C)CC1	?
Cc1c(Cl)c([N+](=O)[O-])nn1CCCC(=O)Nc1c(C)n(C)n(-c2ccccc2)c1=O	i
CSCC(=O)Nc1ccc2n(c1=O)C[C@H]1C[C@@H]2CN(C(=O)c2ccc(-c3ccccc3)cc2)C1	i
Oc1ccc(/C=C/c2ccc3cccc(O)c3n2)cc1Br	?
COc1ccccc1NC(=O)C1=C(C)Nc2nc3ccccc3n2C1c1cccc(OC)c1OC (stereo not given)	i
Cc1ccc(S(=O)(=O)NC[C@H]2O[C@@H](CC(=O)Nc3ccccc3)[C@H](O)[C@@H]2O)cc1	i
COc1ccc(C(=O)NC(NCc2ccccc2)C(Cl)(Cl)Cl)cc1 (stereo not given)	i
CC(=O)C1=NN(c2ccccc2)C2C(=O)N(c3ccccc3Cl)C(=O)C12 (stereo not given)	i
C=CCNc1nc(C2(C)CC3(CC(C)(C)OC3=O)C(=O)O2)cs1 (stereo not given)	i
CN1CCC2(CCCN(C(=O)c3cc(=O)c4ccccc4[nH]3)CC2)CC1	i
COc1ccc2c(c1OC)C(=O)N(c1ccc(OC(F)(F)F)cc1)C2	?
O=C(NCc1cccnc1)C1CCC(=O)N1Cc1ccc(F)cc1 (stereo not given)	i
